RECQ1 helicase – RECQ1 (human) helicase inhibition | P46063 | RECQ1 DNA unwinding, red fluorescence kinetic read | Potency, µM (top dose mostly 57.3 µM), for inactives: top-dose activity, negative = inhibition, hits mostly inhibitors | actives 0.54% (n = 240,000);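 further: plate controls were vehicle for no effect and no enzyme for full effect; nearly all actives have a fitted effect of over 30% in size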
Target sequence (P46063 whole entry, looked up): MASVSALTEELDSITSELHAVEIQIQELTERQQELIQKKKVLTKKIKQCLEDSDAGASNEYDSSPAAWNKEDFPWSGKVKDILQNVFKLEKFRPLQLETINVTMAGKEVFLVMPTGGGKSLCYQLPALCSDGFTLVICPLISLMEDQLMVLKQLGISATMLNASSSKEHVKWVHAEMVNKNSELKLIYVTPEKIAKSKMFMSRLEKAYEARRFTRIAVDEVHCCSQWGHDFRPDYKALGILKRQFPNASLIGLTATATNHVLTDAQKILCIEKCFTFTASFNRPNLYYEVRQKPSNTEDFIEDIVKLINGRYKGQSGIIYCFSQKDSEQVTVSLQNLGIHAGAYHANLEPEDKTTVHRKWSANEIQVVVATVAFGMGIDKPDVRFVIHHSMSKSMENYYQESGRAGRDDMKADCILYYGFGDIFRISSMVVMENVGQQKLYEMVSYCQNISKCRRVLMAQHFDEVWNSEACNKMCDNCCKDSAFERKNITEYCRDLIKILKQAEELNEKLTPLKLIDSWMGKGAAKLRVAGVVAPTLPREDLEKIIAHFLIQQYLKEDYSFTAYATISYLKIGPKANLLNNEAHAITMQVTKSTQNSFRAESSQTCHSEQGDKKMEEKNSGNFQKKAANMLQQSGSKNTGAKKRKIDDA
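RECQ1T1 50 nM; forked duplex (20 bp + 30-nt ss tails) 200 nM, ATP 2 mM final; pH 8.0, 2 mM MgCl2, 2.5 ug/ml poly(dI-dC); 15 min compound preincubation; discontinuous kinetic read over 2 h at RT.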
TRb-SRC2 inh – inhibitors of human thyroid hormone receptor beta-SRC2 interaction | P10828 | TRbeta-SRC2 peptide binding, fluorescence polarization; receptor liganded with 1 µM T3 | Potency, µM (series often up to 106 µM), without a hit: at the highest dose activity change, negative = inhibition, usual class: inhibitors | actives 0.065% (n = 280,000);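 further: plate controls were bound peptide for no effect and peptide without receptor for full effect; nearly all actives have a fitted effect of over 50% in size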
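Decrease in fluorescence polarization of 20 nM Texas Red SRC2 coactivator peptide flagged inhibition of its binding to 0.6 uM TRb LBD; 1 uM T3 included, incubation 5 hr, ex 555/em 632 nm.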
Tau fluor counter – counter-screen for tau fibril formation inhibitors; tau K18 P301L Alexa594 fluorescence, heparin fibrillization; Potency, µM (series often up to 57.7 µM), inactives show at the highest dose activity change, negative = decrease; actives 0.93% (n = 280,000); AID 1463; further: on the % scale 0 is the no-effect control and ±100 the full control effect; nearly all actives have a fitted effect of over 55% in size
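Human K18 P301L tau (15 uM unlabeled plus 0.24 uM Alexa 594-labeled, final) in 100 mM sodium acetate pH 7 was mixed with compound and 20 uM heparin and incubated 6 hr at 37 C.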
TexasRed fluor – alters Texas Red total fluorescence, flagging assay interference | Potency, µM (top dose mostly 106 µM), without a hit: top-dose fluorescence change, negative = quenching | actives 0.29% (n = 280,000) | TRb/SRC2 Texas Red total fluorescence interference; active means well fitted curve in either direction with a large enough effect; inconclusive means small, poorly fitted or top-dose-only effect; further: on the % scale 0 is the no-effect control and ±100 the full control effect
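Human TRb ligand-binding domain at 0.6 uM with 20 nM Texas Red SRC2 peptide in Tris buffer containing 1 uM T3 and 5% DMSO, incubated with compound 5 h at ambient temperature. Total fluorescence (555/632 nm) calculated as parallel + 2 × perpendicular.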
Tau FP inhib – tau fibrillization inhibition (FP); AID 1468; K18 P301L tau heparin fibrillization, Alexa594 FP, 6 h; actives 0.39% (n = 280,000); Potency, µM (highest dose often 57.7 µM), for the others: at the highest dose activity, negative = inhibition, actives largely listed as inhibitors; further: on the % scale 0 is the no-effect control and ±100 the full control effect; nearly all actives have a fitted effect of over 55% in size
Target sequence (P10636 561-689 P618L limits assumed): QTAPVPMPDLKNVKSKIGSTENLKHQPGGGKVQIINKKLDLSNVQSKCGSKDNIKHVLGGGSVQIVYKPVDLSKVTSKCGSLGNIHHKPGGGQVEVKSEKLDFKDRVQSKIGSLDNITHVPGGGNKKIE
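K18 P301L tau (15 uM unlabeled/0.24 uM Alexa 594-labeled, final) + compound + heparin 20 uM final; 100 mM NaOAc pH 7; 6 hr 37 C; ThT 30 uM final added, 1 hr RT; FP ex 555/em 632 nm.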
HTT cytoprotect – protects HTT-Q103 PC12 cells, measured by ATP. PC12 HTT-Q103 induced, cytoprotection, ATP luminescence, 40 h. Potency, µM (top dose mostly 56.4 µM), inactives show cytoprotection (ATP increase), usual class: activators. actives 0.14% (n = 230,000);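 further: % of control where 0% means no effect; nearly all actives have a fitted effect of over 45% in size; toxic huntingtin expression switched on by the ecdysone agonist tebufenozide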
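ATP quantification (ATPlite) reports survival of PC12 cells in which tebufenozide, 100 nM final, switches on Htt exon 1 with 103 glutamines linked to GFP; compounds are titrated.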
L3MBTL1 inh – inhibitors of human L3MBTL1; Q9Y468; AlphaScreen L3MBTL1–H3K9me1 peptide binding; Potency, µM (highest dose often 57.1 µM), without a hit: at the highest dose activity, negative = inhibition, usual class: inhibitors; actives 0.66% (n = 230,000); AID 485360; further: on the % scale 0 is the no-effect control and ±100 the full control effect; nearly all actives have a fitted effect of over 60% in size
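First, the protein-peptide complex forms for 30 min at room temperature (L3MBTL1 50 nM, biotinylated H3K9me1 peptide 75 nM). Next, compounds are pin-transferred and incubated 30 min. Finally, AlphaScreen beads are added and read after 30 min.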
Tau fibril ThT – inhibitors of human tau fibril formation, thioflavin T binding. P10636. recombinant tau K18 P301L (four-repeat tau fragment), heparin-induced fibrillization, ThT fluorescence. Potency, µM (series often up to 57.4 µM), for the others: top-dose activity, negative = inhibition, usual class: inhibitors. actives 2.1% (n = 270,000); further: on the % scale 0 is the no-effect control and ±100 the full control effect; nearly all actives have a fitted effect of over 55% in size
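Tau K18 P301L fragment (15 uM unlabeled plus 0.24 uM Alexa 594-labeled) in 100 mM sodium acetate pH 7 with compound, fibrillization induced by 20 uM heparin for 6 hr at 37 C. Thioflavin T (30 uM) added, fluorescence read after 1 hr (ex 450, em 510 nm).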
The depositor's hits bear a star; i = inactive; ? = inconclusive; . = not tested or not shown; [ ] = dose if it differs, or a comment. Unless noted, the call rests on the fitted dose curve; in most records, active means well fitted curve in the direction sought with a large enough effect; inconclusive means small, poorly fitted or top-dose-only effect, or another doubt; inactive means no such curve, though single readings can be large; an effect the other way counts as inactive or inconclusive. Potency means the concentration at half of the fitted maximal effect. An excerpt, so the mix of outcomes need not match the whole.

SMILES	RECQ1 helicase	TRb-SRC2 inh	Tau fluor counter	TexasRed fluor	Tau FP inhib	HTT cytoprotect	L3MBTL1 inh	Tau fibril ThT
O=C(CCCCCCCC(=O)c1ccccc1)c1ccccc1	i	-5%	-15%	-5%	3%	.	173%[activator]	?
CCN(CC)C(C(=O)Nc1ccc2c(c1)OCO2)c1ccccc1 (centres undefined)	4%	-5%	-11%	-1%	0%	.	-5%	-7%
Cc1ccc(N(Cc2cc3ccccc3[nH]c2=O)C(=O)c2cccc(Cl)c2)cc1	.	3%	-3%	-11%	-6%	.	.	1%
O=C(NCCc1c[nH]c2ccccc12)c1c(Cl)nc2sccn12	i	-13%	-3%	4%	-4%	2%	4%	-1%
CC(=O)OC1CC2C(C)(C)C=CC(=O)[C@@]2(C)C2CC[C@@]3(C)C(c4ccoc4)OC(=O)C4OC43[C@]12C (some centres undefined)	-6%	-5%	-12%	-1%	-17%	1%	.	-7%
O=C(NN1CCN(Cc2ccccc2Cl)CC1)c1ccc(Cl)cc1	-12%	-14%	-3%	-2%	-9%	32%[10 µM]	5%	1%
COCCCNC(=O)Nc1ccc2c(c1)N(C)C(=O)CS2	-2%	-8%	-15%	0%	7%	2%	.	?
COc1cccc(N2C(=O)C(CC(=O)Nc3ccc(Cl)cc3)N(Cc3ccc4c(c3)OCO4)C2=O)c1 (centres undefined)	.	3%	?	-2%	-12%	.	.	5%
CC(=O)OC[C@@H]1O[C@@H](O/N=C2/C[C@@H](O)[C@@H](O)[C@@H]3[C@@H]4C(=O)N(Cc5ccc6c(c5)OCO6)C(=O)[C@H]4CC[C@H]23)[C@H](OC(C)=O)[C@H](OC(C)=O)[C@@H]1OC(C)=O	12%[11.5 µM]	-4%[11.2 µM]	-5%[11.6 µM]	-2%[11.2 µM]	2%[11.6 µM]	-5%[10 µM]	.	-6%[11.5 µM]
CC(Oc1ccccc1)C(=O)NNS(=O)(=O)c1ccc([N+](=O)[O-])cc1 (centres undefined)	-10%	-3%	4%	-3%	5%	.	3%	6%
C#CCOCCOCCOCCNc1nc(N2CCOCC2)nc(N2CCN(C(=O)[C@H](Cc3cc4ccccc4[nH]3)n3cc([C@@H](N)C(C)CC)nn3)CC2)n1 (some centres undefined)	-13%	-5%	-5%	1%	-2%	11%[10 µM]	-16%	-8%
CC(=O)OC[C@@H]1O[C@@H](O/N=C2/C[C@@H](O)[C@@H](O)[C@@H]3[C@H]4C(=O)N(c5ccc(F)cc5F)C(=O)[C@@H]4CC[C@@H]23)[C@H](OC(C)=O)[C@H](OC(C)=O)[C@@H]1OC(C)=O	i[11.5 µM]	4%[11.2 µM]	-1%[11.6 µM]	0%[11.2 µM]	-4%[11.6 µM]	-9%[10 µM]	.	-1%[11.5 µM]
CC(C)(C)NC(=O)C1Cc2ccccc2CN1C(=O)Nc1ccccc1Cl (centres undefined)	-7%	6%	0%	-3%	-4%	8%	2%	-4%
Cc1ccccc1NC(=O)C1C2CCCC1C2c1ccccc1 (centres undefined)	-13%	-23%	2%	2%	7%	-7%	43%[activator]	3%
COc1cc(C(=O)NCCC(=O)NCc2ccc3c(c2)OCO3)cc(OC)c1OC	-8%	-16%	0%	-1%	2%	1%	3%	-4%
O=C1CC(Sc2nnc(-c3ccccc3O)o2)C(=O)N1c1ccccc1 (centres undefined)	i	2%	-15%	-1%	-1%	-59%[inhibitor]	12%	?
O=C(Nc1ccc(C(=O)OCc2cc(=O)n3ccsc3n2)cc1)c1cccc(F)c1	.	-1%	-9%	-1%	?	.	.	0%
COc1c(C(CC(C)C)OC(C)=O)ccc2c1C(=O)OCc1cc(C)cc(O)c1O2 (centres undefined)	?	-1%	?	-5%	-9%	5%[10 µM]	.	-18%
O=C(c1cc2nc(-c3ccco3)cc(C(F)(F)F)n2n1)N1CCN(c2ccc(F)cc2)CC1	-4%	4%	-17%	-6%	3%	-25%	.	?
Cc1ccc(NC(=S)NCC(C)C)cc1	0%	-5%[53 µM]	6%	0%[53 µM]	-1%	-13%[10 µM]	3%	10%
Cn1c(CNc2ccc(Cl)cc2)nnc1SCc1ccccc1	i	2%	-13%	0%	8%	-8%	-2%	-10%
COc1ccc(CCNC(=O)C(=O)NCc2ccccc2C)cc1OC	i	-3%	14%	-2%	10%	4%[10 µM]	13%	6%
COc1ccc(Cl)cc1C(=O)O/N=C(\N)c1ccc(Cl)cc1	6%	-5%	-21%	0%	?	-3%[10 µM]	13%	-10%
CCOCCCNC(=O)C(c1ccc(C)cc1)N(Cc1ccc2c(c1)OCO2)C(=O)c1ccc(NC(C)=O)cc1 (centres undefined)	.	4%	-16%	-1%	10%	.	.	-6%
OCCN(CC#CCC(O)(c1ccccc1)C1CCCC1)CCO (centres undefined)	0%	-4%	-7%	0%	6%	18%[10 µM]	3%	-6%

Next part:
SMILES	RECQ1 helicase	TRb-SRC2 inh	Tau fluor counter	TexasRed fluor	Tau FP inhib	HTT cytoprotect	L3MBTL1 inh	Tau fibril ThT
COc1ccc(Cn2c(=O)[nH]c3cc(C(=O)Nc4ccc(N5CCN(C)CC5)cc4)ccc32)cc1	2%	1%	-2%	-1%	2%	-19%[10 µM]	?	1%
CCOC(=O)N1CCC(NC(=O)CCC(=O)N2CCOc3ccc(Cl)cc32)CC1	-2%	-10%	-1%	-3%	-6%	-3%	.	-11%
CCc1ccccc1NC(=O)NC(CC)Cn1nnc2ccccc2c1=O (centres undefined)	.	3%	-1%	-1%	2%	.	.	3%
Cc1c(C(=O)N(Cc2ccc(N(C)C)cc2)CC2CCCO2)oc2ccc(Br)cc12 (centres undefined)	.	-7%	-24%	0%	9%	.	.	?
CCOC(=O)c1ccc(NC(=S)N2CCN(CCN=CC3=C(O)CC(c4ccccc4)CC3=O)CC2)cc1 (centres undefined)	8%	-5%	?	-1%	7%	0%[10 µM]	-24%	?
CCOC(=O)c1c(NC(=S)NC(=O)c2ccco2)sc2c1CCCC2	-7%	-5%	-19%	-2%	-10%	-25%	3%	-18%
COc1ccc(N2CCN(Cc3nc4c(c(=O)[nH]c(=O)n4C)n3Cc3ccccc3F)CC2)cc1	.	-3%	-13%	-1%	-3%	.	.	3%
COc1cc(C(Nc2ccccn2)c2ccc3ccc(C)nc3c2O)cc(OC)c1O (centres undefined)	8%	-4%	?	0%	?	?	-11%	16µM*
O=C(O)CCCNC(=O)OCc1ccccc1	i	3%	-11%	1%	-11%	-10%[0.074 µM]	13%	-10%
O=C(Nc1nccs1)C1CC(=O)N(c2ccccc2Cl)C1 (centres undefined)	-11%	-13%	-2%	-1%	0%	-1%	.	-5%
Cc1ccc(-c2ccc(/C=N/NC(=S)Nc3ccccc3)o2)cc1[N+](=O)[O-]	-1%	4%	?	1%	-7%	12%	-15%	?
Fc1ccc(Nc2ncnc3onc(-c4cccc(Cl)c4)c23)c(F)c1	.	10%	-14%	-1%	-10%	.	.	3%
Cc1c2oc3c(C)ccc(C(=O)N[C@@H]4C(=O)N[C@@H](C(C)C)C(=O)N5CCC[C@@H]5C(=O)N(C)CC(=O)N(C)[C@@H](C(C)C)C(=O)O[C@H]4C)c3nc-2c(C(=O)N[C@@H]2C(=O)N[C@@H](C(C)C)C(=O)N3CCC[C@@H]3C(=O)N(C)CC(=O)N(C)[C@@H](C(C)C)C(=O)O[C@H]2C)c(N)c1=O	2.8µM*	-13%	-10%	-2%	-3%	-157%[inhibitor][1.9 µM]	.	?
Nc1ccc(N)c(Cl)c1	22µM*	?	.	-20%	.	-60%[inhibitor]	.	.
COCC(C)n1c(SCc2nc3ccccc3c(=O)[nH]2)nc2ccccc2c1=O (centres undefined)	-4%	-9%	-9%	-2%	-8%	-5%	9%	-8%
CCOC(=O)Cn1c(=O)oc2cc(S(=O)(=O)NC(C)(C)CC)ccc21	i	4%	7%	0%	-1%	12%[10 µM]	.	.
CC1CCn2c(nc3cc(C(=O)NCc4ccc(F)cc4)ccc32)C1 (centres undefined)	.	4%	6%	-1%	-6%	.	.	10%
CCC(C)c1ccc(OCC(=O)Nc2ccc(-c3nc4ncccc4o3)cc2)cc1 (centres undefined)	.	-2%	-24%	0%	1%	.	.	?
Cc1ncsc1CCOC(=O)c1ccc(Cl)cc1	i	-1%	-2%	1%	-1%	-14%	12%	-4%
Cc1c(C)c2ccc(OCC(=O)N(C)C)c(C)c2oc1=O	i	3%	2%	0%	-3%	10%	12%[11.4 µM]	-5%
Cc1ccc(OP(=O)(Nc2c(C)n(C)n(-c3ccccc3)c2=O)Oc2ccc(C)cc2)cc1	-1%	-3%	8%	3%	0%	21%[0.074 µM]	2%	2%
COCc1[nH]nc2c1C(c1ccc(OC)c(OC)c1)C(C#N)=C(N)O2 (centres undefined)	i	-11%	-3%	0%	-4%	17%	-7%	-7%
CC1CN(C(=O)/C(C#N)=C2\N=C(NC(=O)c3ccc(F)cc3)c3ccccc32)CC(C)O1 (centres undefined)	1%	7%	?	-1%	11%	0%[10 µM]	-13%	-16%

Some of these compounds in order of heavy-atom count, low to high:
SMILES	RECQ1 helicase	TRb-SRC2 inh	Tau fluor counter	TexasRed fluor	Tau FP inhib	HTT cytoprotect	L3MBTL1 inh	Tau fibril ThT
Cc1c(C)c2ccc(OCC(=O)N(C)C)c(C)c2oc1=O	i	3%	2%	0%	-3%	10%	12%[11.4 µM]	-5%
Fc1ccc(Nc2ncnc3onc(-c4cccc(Cl)c4)c23)c(F)c1	.	10%	-14%	-1%	-10%	.	.	3%
CCc1ccccc1NC(=O)NC(CC)Cn1nnc2ccccc2c1=O (centres undefined)	.	3%	-1%	-1%	2%	.	.	3%
Cc1c(C(=O)N(Cc2ccc(N(C)C)cc2)CC2CCCO2)oc2ccc(Br)cc12 (centres undefined)	.	-7%	-24%	0%	9%	.	.	?
CCOC(=O)c1ccc(NC(=S)N2CCN(CCN=CC3=C(O)CC(c4ccccc4)CC3=O)CC2)cc1 (centres undefined)	8%	-5%	?	-1%	7%	0%[10 µM]	-24%	?
